Screening results deposited in PubChem by National Center for Advancing Translational Sciences (NCATS).
EPAC1 antag – EPAC1 (human) antagonism; EPAC1 GEF assay, Rap1b-BODIPY-GDP exchange fluorescence; Potency, µM (doses to about 115 µM), without a hit: at the top dose activity change, negative = inhibition, most hits filed as inhibitors; AID 720709; 360,000 compounds, 0.14% hits;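 also: potency is read from the fitted curve at half-maximal effect; plate controls were vehicle for no effect and positive control for full effect; nearly all actives have a fitted effect of over 50% in size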
PLK1 PBD block – blocks phosphopeptide binding to human PLK1 polo-box domain; P53350; 360,000 compounds, 2.8% hits; Plk1 PBD binding of FITC phosphopeptide, fluorescence polarization; Potency, µM, for inactives: max response, negative = inhibition, most hits filed as inhibitors; also: potency is read from the fitted curve at half-maximal effect; series mostly up to about 57 µM; % is scaled to controls: 0 for no effect and ±100 for the full control effect; nearly all actives have a fitted effect of over 65% in size
PI5P4Ka inh – blocks human PI5P4K alpha kinase activity. AID 652105. 330,000 compounds, 1.2% hits. PI5P4Kalpha enzyme, ADP-Glo luminescence, 60 min; stronger effect = lower value. max response, %; active = max response of -50% or lower; inconclusive = between -30% and -50%; inactive = -30% or higher; also: value at the top dose of about 77 µM; % is scaled to controls: 0 for no effect and ±100 for the full control effect
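Compounds were pin-transferred onto PI5P4Kalpha and substrate in HEPES pH 7.4 buffer with EGTA, CHAPS and 5% DMSO. ATP (5 microM final) started the reaction, which ran 60 minutes at room temperature before ADP-Glo detection.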
EPAC2 agonist – activates human EPAC2 exchange factor. Q8WZA2. EPAC2 activation, biochemical qHTS; response scale: 100% = 6.5 mM cAMP response. Potency, µM (doses to about 154 µM), for inactives: at the highest dose activation, actives largely listed as activators. 360,000 compounds, 0.079% hits; also: potency is read from the fitted curve at half-maximal effect; nearly all actives have a fitted effect of over 50% in size
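Compounds were added across a concentration range to EPAC2 (100 nM), RAP1B-BODIPY-GDP (250 nM) and GDP (50 uM). After 5 min at room temperature, fluorescence was recorded at 5-min intervals for 30 min.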
WRN helicase inh – WRN helicase (human) inhibition. AID 651768. Q14191. WRN helicase unwinding, fluorescent forked duplex, kinetic. 360,000 compounds, 0.46% hits. Potency, µM (series often up to 114 µM), inactives show at the highest dose activity change, negative = inhibition, hits mostly inhibitors; also: potency is read from the fitted curve at half-maximal effect; % is scaled to controls: 0 for no effect and ±100 for the full control effect; nearly all actives have a fitted effect of over 55% in size
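WRN at 20 nM final preincubated with compound 15 min at room temperature; reaction started with 100 nM fluorophore/quencher forked duplex oligonucleotide and 2 mM ATP final. Unwinding followed kinetically by red fluorescence (ex 525, em 598 nm).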
CCT modulator – modulators of cytosolic chaperonin (CCT/TRiC) activity; purified chaperonin ATPase assay, HTRF ADP detection, 30 min; activity change, % (no concentration beside the values), hits read low; 360,000 compounds, 0.3% hits; in the data active = activity change below about -30%; also: % is scaled to controls: 0 for no effect and ±100 for the full control effect
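We incubate TRiC, 40 or 20 nM final, with library compounds at 76 uM and 10 uM ATP for 30 min at 37 °C. ADP formed is detected with Transcreener HTRF reagents after 30 min at room temperature.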
IL-2 act – activators of IL-2 | activation, % (series mostly up to about 46 µM) | 360,000 compounds, 0.065% hits | IL-2 activation reporter assay, cell-based qHTS; stimulated with anti-CD3/CD4/CD28 beads; in transgenic mouse T cells; in the data active = activation above about 50%; inconclusive = mostly about 30% to 49%; also: 0% is about no effect
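Unstimulated transgenic mouse T cells preincubated 60 min with compound, then stimulated with anti-CD3/anti-CD4-coated beads plus anti-CD28 for 18 h at 37 degrees C. IL-2 response read as EGFP and DsRed fluorescence by plate cytometry.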
EPAC1 ag – activates human EPAC1 exchange factor. 360,000 compounds, 0.073% hits. AID 720707. EPAC1 agonist qHTS, biochemical assay; response scale: 100% = response to 6.5 mM cAMP. O95398. Potency, µM (doses to about 154 µM), inactives show at the top dose activation, hits mostly activators; also: potency is read from the fitted curve at half-maximal effect; nearly all actives have a fitted effect of over 60% in size
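Fluorescent GDP-exchange assay: 100 nM EPAC1 with 250 nM Rap1B preloaded with BODIPY-GDP and 50 uM GDP; compounds tested as concentration series, 5 min at room temperature, then read every 5 min for 30 min (ex 480/em 540 nm); normalized to 6.5 mM cAMP.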
* = called active by the depositor; ? = inconclusive; / = not tested or not shown; [ ] = dose if it differs, or a comment. Unless noted, calls follow the shape of the dose curve; as a rule, active = well fitted curve in the direction sought with a large enough effect; inconclusive = small, poorly fitted or top-dose-only effect, or another doubt; inactive = no such curve, though single readings can be large; an effect the other way counts as inactive or inconclusive.

Screens in order: PI5P4Ka inh	WRN helicase inh	EPAC1 antag	EPAC2 agonist	PLK1 PBD block	IL-2 act	EPAC1 ag	CCT modulator
OCC1CCCN(Cc2ccc(-c3ccccc3)cc2)C1 (configuration not stated)
→ /	1%	-3%	14%	-8%	-1.5	8%	-1.9
CC(C)Sc1nnc(CNC(=O)C23CC4CC(CC(C4)C2)C3)n1Cc1ccccc1
→ 9	-10%[57.1 µM]	-1%	-7%	-4%	-0.6	-10%	1.1
O=c1cc2c(n[nH]1)CCCC2
→ 3	2%	13%	8%	-6%	0.3	-11%	1.2
CCN=C(NCC)SC1CC(=O)N(c2ccccc2)C1=O (configuration not stated)
→ 0	-2%	-2%	5%	0%	-0.7	5%	-1.5
O=S1(=O)CC(N2CC=CC2)CN1Cc1ccc(F)cc1 (configuration not stated)
→ 3	4%	10%	5%	-22%	-0.4	10%	-0.6
O=C(COC(=O)Cn1cnc2ccccc21)NCCC1=CCCCC1
→ -8	5%	21%	8%	-11%	7.9	13%	-1.7
CCN(CC)S(=O)(=O)c1ccc(-c2nnc(SCC(=O)N3CCOCC3)o2)cc1
→ /	4%	-3%	4%	-1%	2.6	-5%	-2.1
O=C(Nc1ccc(Cc2ccc(NC(=O)Nc3cccnc3)cc2)cc1)Nc1cccnc1
→ -26	-10%[11.6 µM]	4%	4%	-2%	-2.1	1%	-0.1
CC(=O)c1ccc(N2CCN(C(=O)c3cn(Cc4ccccc4)nc3-c3cccnc3)CC2)c(F)c1
→ 0	9%	-17%	-7%	6%	-0.3	-11%	-4.8
O=C(NC(=S)Nc1ccccc1N1CCOCC1)c1cccc([N+](=O)[O-])c1
→ -3	-6%	6%	7%	-10%	-2.2	7%	0.4
CCCCn1c(N)c(N(CCOC)C(=O)c2ccc(Cl)c(S(=O)(=O)N3CCCCC3)c2)c(=O)[nH]c1=O
→ 7	-5%	-16%	-9%	1%	-0.9	6%	-1.4
COc1ccc(C2OC3=C(Nc4cc(C)c(C)cc4N3)C2=O)cc1 (configuration not stated)
→ 5	2%	7%	3%	3%	0.1	1%	-0.2
CCCCC(Sc1nc(N)c(NC(=O)c2ccc(OCC)cc2)c(=O)[nH]1)C(=O)O (configuration not stated)
→ 1	1%	13%	12%	-16%	-1.6	1%	0.6
Cc1cc(C)cc(NC(=O)c2cc(C)nc3ccccc23)c1
→ 6	-4%	2%	-2%	-3%	0.1	-2%	-0.1
O=C(NC(=S)Nc1cccc([N+](=O)[O-])c1)C1CCCC1
→ -2	4%	-16%	17%	-11%	-2.2	-10%	-1.4

Pulled by structure from the list above:
Screens in order: PI5P4Ka inh	WRN helicase inh	EPAC1 antag	EPAC2 agonist	PLK1 PBD block	IL-2 act	EPAC1 ag	CCT modulator
CC(=O)c1ccc(N2CCN(C(=O)c3cn(Cc4ccccc4)nc3-c3cccnc3)CC2)c(F)c1
→ 0	9%	-17%	-7%	6%	-0.3	-11%	-4.8
CC(C)Sc1nnc(CNC(=O)C23CC4CC(CC(C4)C2)C3)n1Cc1ccccc1
→ 9	-10%[57.1 µM]	-1%	-7%	-4%	-0.6	-10%	1.1

(further entries)
Screens in order: PI5P4Ka inh	WRN helicase inh	EPAC1 antag	EPAC2 agonist	PLK1 PBD block	IL-2 act	EPAC1 ag	CCT modulator
Cc1ccc(S(=O)(=O)N(C)C)cc1NC(=O)C(C)N(C)Cc1sccc1C (configuration not stated)
→ -4	-5%	-23%	19%	-10%	-1.2	-1%	0.3
C=CCNC(=O)CSc1nc2sc3c(c2c(=O)n1CCCOC)CCC3
→ 4	8%	-6%	11%	-22%	1.4	2%	-2.1
CCN(C(=O)Cc1nc(N)n[nH]1)C1(C(=O)Nc2ccccc2)CCCCC1
→ -3	-2%	-20%	4%	-9%	0.5	2%	0.4
CNC(=O)CSc1nnnn1-c1cc(C)ccc1C
→ 1	2%	6%	-1%	-25%	0.0	10%	-3.2
O=C1C2C3C=CC(C4CC34)C2C(=O)N1CCCCN1CCN(c2ccc(F)cc2)CC1 (configuration not stated)
→ -1	-5%	5%	-2%	5%	-3.0	-9%	1.6
CN1CCN(C(=O)/C(=C/c2ccc(F)cc2)c2ccsc2)CC1
→ 2	-4%	-10%	-2%	0%	-0.1	5%	0.1
O=C(CNC(=O)c1sc2ccccc2c1Cl)OCc1ccccc1
→ 16	1%	6%	7%	3%	0.5	13%	0.3
COc1ccc(CNC(=O)CCCn2nc(C)c3c(C)n(-c4ccc(C)cc4)nc3c2=O)cc1
→ 10	3%	-3%	-6%	2%	0.4	-6%	-1.0
COc1cc(/C=N/N2CCN(c3ccccc3)CC2)cc(OC)c1OC(C)=O
→ -9	5%	-7%	26%	-5%	1.2	8%	-2.9
COc1ccccc1-n1c(=O)[nH]c2c(C(N)=O)nc(CC(C)C)nc21
→ -14	-2%	-10%	15%	-3%	-0.7	-10%	-2.3
CCCN(CCC)c1nc2ccccc2n2c(C)nnc12
→ 5	-3%	-7%	6%	-7%	-1.3	17%	-6.8
N[C@@H](CO)c1nnc([C@H](Cc2ccc(O)cc2)NC(=O)C2CCNCC2)o1
→ -3	-4%	-12%	8%	-2%	0.5	2%	0.3
COc1cccc(N2CCN(C(=O)C3CCN(C(=O)Nc4ccccc4)CC3)CC2)c1
→ -1	4%	11%	-1%	0%	2.6	2%	-0.1
CC(C)c1cc(C(=O)NC2CCCCC2)no1
→ /	-4%	8%	0%	2%	1.2	0%	0.7
O=C(CNC(=S)N(CCCN1CCOCC1)Cc1cccs1)NC1CCCCCCC1
→ 18	-2%	?	6%	-13%	-5.0	-4%	-2.8
O=C(CCN1C(=O)c2ccncc2C1=O)Nc1cc(F)ccc1F
→ -2	-4%	-5%	-1%	4%	0.9	-22%	2.5
CC1CCCC(C)N1C(=O)CSc1nc(N)c(-c2ccccc2)c(=O)[nH]1 (configuration not stated)
→ /	-13%	-2%	8%	-3%	-0.6	6%	2.2
CC(C)n1nnnc1SCC(=O)Nc1ccccc1F
→ -4	-28%	-8%	4%	-5%	-3.5	2%	-0.2
Clc1ccccc1Cn1nnc2ccccc21
→ -4	5%	13%	9%	-6%	-2.0	3%	-6.4
CN(C(=O)c1ccncc1)C1CCCN(Cc2ccccc2F)C1 (configuration not stated)
→ -7	10%	-19%	0%	-18%	-0.9	-9%	0.0
Cc1onc(-c2ccccc2)c1C(=O)Nc1nc(-c2ccc(F)c(F)c2)cs1
→ 4	22%	-11%	9%	-13%	-0.2	7%	-1.1
CC(O)(c1cccnc1)c1nc(-c2cccc(C(F)(F)F)c2)cs1 (configuration not stated)
→ 14	-6%	-25%	15%	-7%	-0.6	-10%	-1.2
Cc1noc(C)c1CSCC(=O)N(CCC(C)C)c1c(N)n(Cc2ccccc2)c(=O)[nH]c1=O
→ -1	-10%	8%	1%	-2%	-1.6	-2%	1.3
Cc1ccc(C(=O)NCC#N)cc1
→ 2	1%	1%	7%	1%	-0.9	2%	0.0
c1ccc2nc(N3CCOCC3)c(N3CCOCC3)nc2c1
→ 2	1%	4%	2%	-25%	0.6	3%	-3.1
c1ccc(Cn2ncc3c(NCc4ccco4)ncnc32)cc1
→ /	-4%[57.1 µM]	2%	3%	1%	-2.9	5%	1.4
CCN(CC(=O)NCc1cccs1)C(=O)c1cccc(S(=O)(=O)NCc2ccccc2)c1
→ -9	-1%	3%	8%	-7%	0.2	2%	-1.1
COc1ccc(NC(=O)CSc2nnc(CNC(=O)c3ccco3)o2)c(OC)c1
→ -5	-7%	13%	-5%	-7%	0.0	6%	1.1
O=S(=O)(c1ccccc1)c1nc(-c2ccccc2)oc1N1CCOCC1
→ -1	-6%	-7%	3%	-9%	-0.6	11%	-14
O=C(CSc1ccc2ccccc2c1)NCCCN1CCCC1=O
→ -5	8%	-6%	0%	-12%	-4.2	-9%	0.8
CCOC(=O)/C=C/C(=O)OCC(=O)Nc1c(Cl)cccc1Cl
→ 3	-4%	-19%	3%	-27%	-2.1	-7%	-1.2
O=C(Nc1ccccc1F)n1ncc2cc(Cl)ccc21
→ 5	7%	7%	17%	-9%	-1.3	-14%	-2.9
Cc1cc(=O)n2nc(N3CCCC3C(=O)NCc3ccccn3)sc2n1 (configuration not stated)
→ -2	3%	5%	-1%	3%	1.4	-3%	2.9
CCN1CCN(Cc2cc(=O)oc3ccc(C)cc23)CC1
→ 1	13%	-24%	13%	-14%	1.2	7%	0.1
Nc1nc(N)c2sc3nc(C(F)(F)F)cc(C(F)(F)F)c3c2n1
→ /	-14%	-7%	7%	-4%	-3.7	-6%	-1.9
Cc1ccc2c(c1)N(CC(=O)Nc1ncccc1C)C(=O)C(C(C)C)O2 (configuration not stated)
→ -2	-2%	-2%	5%	1%	0.7	0%	-27
CN1CCN(Cc2c(O)ccc3cc(Br)ccc23)CC1
→ -8	2%	21%	1%	24µM*	-1.8	-6%	0.7
Cc1cnc(C(=O)OC(C)C(=O)Nc2ccc(Oc3ccccc3)cc2)cn1 (configuration not stated)
→ 3	0%	2%	3%	0%	8.6	-10%	-1.3
CN1CCN(S(=O)(=O)c2cccc(C#N)c2)C(c2ccccc2)C1 (configuration not stated)
→ 2	-17%	-3%	1%	-8%	0.0	0%	2.5
O=C(NC1CCS(=O)(=O)C1)c1cccc(S(=O)(=O)N2CCOCC2)c1 (configuration not stated)
→ /	1%	13%	10%	-11%	2.6	12%	-0.1
O=C1Oc2ccccc2C(=O)/C1=C/c1ccccc1O
→ 0	-18%	-12%	7%	2.7µM*	-4.3	-5%	-0.6
COc1ccc(NC(=O)N(C2CCCCC2)C(C)c2cccnc2)c(OC)c1 (configuration not stated)
→ 2	6%	0%	-11%	-2%	0.4	0%	-0.4
O=C(COc1cc(O)c2c(=O)cc(-c3ccccc3)oc2c1)c1ccc(F)cc1
→ /	1%	12%	1%	2%	-1.1	-1%	1.6
CSc1nc2ncc(-c3ccsc3)c(N)n2n1
→ -5	-8%[57.1 µM]	?	-2%	-15%	0.3	7%	0.8
COC(=O)[C@@]12C[C@@H](CC(=O)N3CCN(C(=O)C4CC4)CC3)C(=O)N(Cc3ccccc3)C1=CCC(C)(C)C2
→ 0	6%	-7%	3%	-4%	1.0	-15%	/
O=C(Nc1ccc2ccccc2c1[N+](=O)[O-])c1ccccc1
→ -3	0%	3%	2%	-6%	-1.6	-3%	-0.5
COc1ccc(C(=O)N2CCOC2CNC(=O)C(=O)NCc2ccco2)cc1 (configuration not stated)
→ -8	0%	21%	7%	6%	1.4	2%	-3.2
Cc1ccc(C)c(NC(=O)Cn2cnc3c(oc4ccccc43)c2=O)c1
→ 6	-7%	-11%	4%	-10%	1.5	4%	-0.2

Some of the compounds tested; count on the stated rates, not on these rows.
